# Rac1 GTP hydrolysis – MgcRacGAP GTPase-activating activity inhibitors, confirmation, biochemical, ADP Hunter fluorescence | 340,000 tested, 0.6% active | Rac GTPase-activating protein 1 (Homo sapiens) | MgcRacGAP-stimulated Rac1 GTP hydrolysis, ADP Hunter fluorescence; higher % means a stronger effect; GST-tagged Rac1 F28L mutant substrate | AID 624330, 2012 | one-dose inhibition, % at 30 µM; IC50 in µM for titrated hits;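 active = first-screen hits whose inhibition reached a set limit at any dose in the follow-up dose series; inconclusive = inhibition above the set first-screen limit but never retested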;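 also: fluorescence reports GDP produced by GAP-driven GTP hydrolysis; strong numbers were not always called active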
# HIV fusion peptide – inhibitors of HIV fusion peptide binding, primary screen, biochemical, uHTS, fluorescence dequenching (AID 1986); cell-free peptide binding, fluorescence dequenching, 30 min; higher % means a stronger effect; 290,000 tested, 0.3% active; one-dose inhibition, % at 20 µM; IC50 in µM for titrated hits; in the data active = inhibition mostly above about 52%, no sharp cut-off; inactive = mostly below about 76%; also: some results filed as inactive read as strong as hits
# PhoP inhibition – inhibitors of PhoP regulon expression, primary screen, Salmonella Typhimurium, GFP reporter (AID 1863) | S. Typhimurium PhoP-regulated promoter GFP reporter, 4 h; higher % means a stronger effect | inhibition, % at 50 µM; hits with a dose series show IC50 in µM | 300,000 tested, 0.16% active;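 active = inhibition over 29.93%, a cutoff 3 SD above the screen mean, later confirmed by dose response; inconclusive = inhibition over 29.93% but no dose response follow-up; inactive = inhibition at most 29.93% or unconfirmed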;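 also: 0% = low Mg2+ inducing control and 100% = high Mg2+ repressing control; strong numbers were not always called active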
# Myeloid diff MLP – induction of myeloid progenitor differentiation, primary screen, cell-based, flow cytometry, MLPCN library; 360,000 tested, 1% active; calls only at 10 µM; AID 624256, 2012; ER-HoxA9 myeloid progenitors, lysozyme-GFP differentiation;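 active = normalized GFP-positive differentiation at or above the plate's own cutoff, the solvent-only control mean plus 3 SD; inconclusive = no clear call, values can overlap the other calls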;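 also: cells exposed to compound for four days before flow analysis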
# NTR1 ag – agonists of NTR1, primary screen, imaging, U2OS cells, beta-arrestin-GFP, high content (AID 493036); NTR1-U2OS beta-arrestin-GFP spot imaging, agonist mode; Neurotensin receptor type 1 (Homo sapiens), P30989; activation, % at 20 µM; 330,000 tested, 0.17% active;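 active = activation at or above 40% of the spot to cytoplasm intensity ratio, with at least 20 cells analyzed; inconclusive = wells under 20 cells, flagged as cytotoxic or low count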;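 also: 0% = DMSO without peptide and 100% = 100 nM NTR1 peptide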
# Target sequence (P30989 whole entry, looked up): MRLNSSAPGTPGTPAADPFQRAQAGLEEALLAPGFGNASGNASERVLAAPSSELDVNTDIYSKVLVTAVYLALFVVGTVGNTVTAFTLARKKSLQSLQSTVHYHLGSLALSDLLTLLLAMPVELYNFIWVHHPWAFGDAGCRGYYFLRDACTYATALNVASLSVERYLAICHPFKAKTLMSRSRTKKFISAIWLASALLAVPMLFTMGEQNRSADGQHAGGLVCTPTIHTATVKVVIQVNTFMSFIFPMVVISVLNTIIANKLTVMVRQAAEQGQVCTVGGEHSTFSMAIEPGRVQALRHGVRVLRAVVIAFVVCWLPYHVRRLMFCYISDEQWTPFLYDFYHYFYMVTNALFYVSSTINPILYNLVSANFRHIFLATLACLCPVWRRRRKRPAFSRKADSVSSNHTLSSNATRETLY
# LYP phosphatase – inhibitors of LYP phosphatase, biochemical, fluorescence intensity, uHTS (AID 1779); recombinant LYP phosphatase, fluorescence intensity; higher % means a stronger effect; 290,000 tested, 0.054% active; inhibition, % at 11.5 µM; hits with a dose series show IC50 in µM; in the data active = inhibition above about 50%;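 also: plate controls were vehicle with enzyme for no effect and no enzyme for full effect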
# GPR35 arrestin U2OS – GPR35 antagonists blocking zaprinast-driven arrestin recruitment, primary screen, imaging, U2OS, beta-arrestin-GFP, zaprinast agonist (AID 2058). inhibition, % at 10 µM; hits with a dose series show IC50 in µM. G-protein coupled receptor 35 (Homo sapiens). U2OS GPR35 beta-arrestin-GFP translocation imaging, zaprinast antagonism; higher % means a stronger effect. 290,000 tested, 0.052% active;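 active = inhibition of at least 50% with at least 30 cells and total cytoplasm GFP at most 10,000,000; inconclusive = under 30 cells or total GFP of 10,000,000 plus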
# GPR55 LPI antagonism – GPR55 antagonists blocking LPI-driven arrestin recruitment, primary screen, imaging, U2OS, beta-arrestin-GFP, LPI agonist (AID 2013). U2OS GPR55 beta-arrestin-GFP translocation imaging, LPI antagonism; higher % means a stronger effect. one-dose inhibition, % at 10 µM; IC50 in µM for titrated hits. G-protein coupled receptor 55 (Homo sapiens). 290,000 tested, 0.13% active;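 active = spots per cell inhibited over 60%, with over 100 cells counted and total cytoplasm intensity under 500,000; inconclusive = wells with under 100 cells, flagged as likely toxic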;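 also: U2OS cells stably carrying GPR55 and arrestin-GFP stimulated by 5 µM LPI near EC80; imaged beta-arrestin-GFP aggregate spots per cell after agonist stimulation; plate controls were LPI-stimulated DMSO wells for no effect and DMSO wells without LPI for full effect; some results filed as inactive read as strong as hits; confirmed hits need IC50 under 10 µM and bright autofluorescent wells are also inconclusive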
# Siah-1 displacement – Siah-1 peptide-binding antagonists, primary screen, biochemical, fluorescence polarization, rhodamine-plectin, uHTS (AID 1817). E3 ubiquitin-protein ligase SIAH1 (Homo sapiens). Siah-1 / rhodamine-plectin peptide fluorescence polarization; higher % means a stronger effect. one-dose displacement, % at 20 µM; IC50 in µM for titrated hits. 290,000 tested, 0.02% active;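 active = displacement of at least 50% at 20 µM, with a fluorescence ratio check between 0.3 and a set limit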;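 also: plate controls were Siah plus tracer with DMSO for no effect and tracer alone without Siah for full effect; strong numbers were not always called active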
# NTR1 ag cell count 20 µM – further read-out of NTR1 ag, marked with its call; cell count; measured here: cell count, cytotoxicity flag
# Myeloid diff MLP GFP+ MAC1+ % – second read-out of Myeloid diff MLP, no call of its own (marks repeat the call); GFP+ MAC1+ double positive, %; measured here: differentiation confirmed by MAC1 staining
# * = called active by the depositor; i = inactive; ? = inconclusive; . = not tested or not shown; + = active, no number.
SMILES,Rac1 GTP hydrolysis,HIV fusion peptide,PhoP inhibition,Myeloid diff MLP,Myeloid diff MLP GFP+ MAC1+ %,NTR1 ag,NTR1 ag cell count 20 µM,LYP phosphatase,GPR35 arrestin U2OS,GPR55 LPI antagonism,Siah-1 displacement
CC12CCC3C(CC=C4CC(O)CCC43C)C1C/C(=C\c1cccc(F)c1)C2=O (configuration not stated),4%,3.6%,-8%,i,1.1,16,49,-3%,6%,5%,-3%
CC(=NCc1cccnc1)c1c(O)n(Cc2ccccc2)c(=O)[nH]c1=O,1%,1.4%,7%,i,1.8,-1.5,75,-5%,-26%,-10%,-2%
CCC(N)Cc1c[nH]c2ccccc12 (configuration not stated),-1%,1.1%,-1%,?,.,-0.2,89,-3%,10%,18%,2%
CCn1ccnc1CN1CCCC(C(=O)c2cc(F)ccc2OC)C1 (configuration not stated),18%,14%,2%,i,0.3,1.9,69,-10%,-10%,0%,-9%
Cc1nc2ccccc2c(=O)n1-c1ccc([N+](=O)[O-])cc1,6%,-1.5%,-13%,i,1.0,0.7,57,-8%,5%,4%,-4%
COc1cccc(-n2c(O)c(C=NCc3ccc4c(c3)OCO4)c(=O)[nH]c2=O)c1,-4%,13%,-9%,i,17,0.1,72,-8%,6%,-5%,0%
CCC(=NCc1ccco1)c1c(O)n(-c2ccccc2C)c(=O)[nH]c1=O,2%,-1.8%,-2%,i,0.4,0.2,49,-4%,10%,5%,-2%
COc1ccc(CNC(C)Cc2cccs2)cc1 (configuration not stated),2%,-0.4%,-1%,i,0.3,-0.4,55,-5%,-13%,-11%,-2%
COc1ccccc1CCNC1CCC(C(C)(C)C)CC1 (configuration not stated),6%,-2.6%,4%,i,7.0,3.0,71,-4%,-1%,13%,-7%
CCCC12CN3CN(C1)CC(CCC)(C3)C2O (configuration not stated),12%,-0.7%,-2%,i,0.6,-1.4,40,-9%,-3%,-6%,6%
COC(=O)C1=C(c2cc3ccccc3s2)C[C@@H]2CC[C@H]1N2C(=O)N1CCOCC1,4%,.,-3%,i,5.3,-3.4,95,.,.,.,.
Nc1c2c(nc3sc4c(c13)CCCC4)CCCC2,11%,0.3%,4%,i,0.5,7.3,88,-3%,0%,4%,-3%
c1ccc2c(CNC3CCCCCC3)c[nH]c2c1,1%,-0.1%,17%,i,5.4,4.8,78,-9%,-2%,4%,0%
O=C(COC(=O)Cc1ccccc1)Nc1cc(S(=O)(=O)N2CCOCC2)ccc1N1CCCC1,3%,0.0%,-11%,i,0.9,0.4,48,-2%,9%,-1%,-4%
Cc1cc(=O)[nH]c(CCl)n1,.,1.3%,-3%,i,0.1,-1.4,64,-10%,4%,10%,0%
Cc1ccc(NC(=O)CN2C(=O)CN=C(c3ccccc3)c3cc(Cl)ccc32)cc1,2%,-2.2%,5%,i,3.7,3.6,85,-3%,8%,14%,-5%
O=C1/C(=C\c2ccncc2)N2CCC1CC2,.,0.8%,-11%,i,0.9,-0.8,49,-3%,-4%,-2%,13%
COc1ccc(OC)c(N2Cc3ccccc3C2=N)c1,14%,-0.5%,8%,i,0.8,-0.4,53,2%,-16%,-1%,-3%
O=C(N/N=C/c1c(O)n(C2CC2)c(=S)[nH]c1=O)c1ccccc1Cl,6%,4.7%,1%,i,0.2,0.1,33,-4%,7%,-10%,-7%
Cn1c(O)c(C=NC2C(=O)C3(C)CCC2C3(C)C)c(=O)n(C)c1=O (configuration not stated),8%,-2.6%,9%,i,0.4,0.7,63,-1%,-2%,8%,-7%
CCCC(=O)NC(Oc1ccc(C(C)=O)cc1)C(Cl)(Cl)Cl (configuration not stated),8%,1.1%,.,i,0.2,-1.3,82,-4%,-3%,12%,5%
CC(=O)OC1N=C(c2ccccc2)c2ccccc2NC1=O (configuration not stated),-1%,-1.1%,0%,i,7.8,0.6,47,-8%,14%,7%,-1%
CCCCn1c(O)c(C(CC)=NCCCN(C)C)c(=O)[nH]c1=O,5%,-0.2%,3%,i,0.3,-2.7,97,-7%,-4%,-5%,-3%
COc1ccc(-c2cc(C(F)(F)F)n3nc(C(=O)N4CCC5(CC4)OCCO5)cc3n2)cc1OC,-6%,1.2%,-3%,i,0.7,0.7,48,0%,-1%,5%,-2%
O=C(O)c1cc[c]([Hg][Cl])cc1,?,.,9%,i,1.7,0.4,51,.,.,.,.

# Quoted from the listing:
# Result of CC12CCC3C(CC=C4CC(O)CCC43C)C1C/C(=C\c1cccc(F)c1)C2=O (configuration not stated) in Siah-1 displacement: -3%
# Result of Cc1nc2ccccc2c(=O)n1-c1ccc([N+](=O)[O-])cc1 in LYP phosphatase: -8%

# (continued)
SMILES,Rac1 GTP hydrolysis,HIV fusion peptide,PhoP inhibition,Myeloid diff MLP,Myeloid diff MLP GFP+ MAC1+ %,NTR1 ag,NTR1 ag cell count 20 µM,LYP phosphatase,GPR35 arrestin U2OS,GPR55 LPI antagonism,Siah-1 displacement
O=C1NC(=S)NC(=O)C12C(c1ccc(F)cc1)NC(=S)NC2c1ccc(F)cc1 (configuration not stated),12%,1.0%,4%,i,0.7,-0.8,41,2%,-4%,2%,0%
CCOC(=O)c1ccc(NC(=O)C2C3C=CC(O3)C2C(=O)O)cc1 (configuration not stated),.,-1.2%,10%,.,.,-0.2,67,-4%,-4%,7%,3%
CC1CN=C(Nc2ccccc2)S1 (configuration not stated),4%,-3.1%,21%,i,9.0,0.6,62,0%,-22%,-5%,2%
CCOP(=S)(OCC)SCOC(=O)NCC(=O)OC,18%,-1.5%,-7%,i,0.9,-0.3,47,-4%,17%,-1%,2%
Cc1ccc(S(=O)(=O)N(C)N=O)cc1,-3%,.,-6%,i,2.9,4.2,58,.,.,.,.
Fc1ccccc1N1CCN(Cc2ccc3c(c2)OCO3)CC1,31%,-0.3%,20%,i,0.9,-1.4,85,-6%,-2%,0%,8%
CC(=O)[C@H]1CC[C@H]2[C@@H]3CC[C@H]4C[C@H](O)CC[C@]4(C)[C@H]3C(=O)C[C@]12C,-3%,-3.2%,0%,i,2.2,2.7,68,-3%,16%,18%,-4%
Nc1ccccc1C(=O)OCC(=O)Nc1ccc(Br)cc1F,2%,-1.5%,-8%,i,2.8,0.4,64,-12%,9%,4%,-6%
COC(=O)C1=C(c2cc3ccccc3o2)C[C@@H]2CC[C@H]1N2C(=O)N1CCOCC1,5%,.,-7%,i,1.6,-3.4,85,.,.,.,.
CCC(CC)NCc1c[nH]c2ccccc12,18%,-0.9%,7%,+,4.7*,-0.6,89,1%,-5%,8%,4%
COc1cccc2cc(-c3cc(=O)oc4ccc(OC(=O)N(C)C)cc34)oc12,6%,0.4%,-2%,i,1.2,8.9,62,-1%,9%,6%,2%
O=C(c1cccc(Cl)c1)C1CCCN(Cc2ccon2)C1 (configuration not stated),1%,0.2%,21%,i,0.3,-0.5,87,-5%,-6%,-2%,2%
CC(=O)N(C1=NCCCS1)c1ccc(F)cc1,5%,-1.3%,17%,i,6.5,-1.4,48,-6%,14%,0%,0%
COc1ccc(C2C(C(=O)N3CCC4(CC3)OCCO4)c3cc(OC)c(OC)cc3C(=O)N2C)cc1 (configuration not stated),3%,-0.2%,-1%,i,9.7,1.2,69,0%,2%,1%,2%
CC(=O)Nc1ccc(C2CN(C)CC2C(=O)c2ccc(Cl)cc2)cc1 (configuration not stated),2%,2.8%,-15%,i,0.1,-0.4,30,-6%,8%,14%,3%
Cn1c(=O)c2c(ncn2CCCl)n(C)c1=O,-17%,0.6%,-1%,i,4.6,5.7,81,-1%,16%,2%,2%
COc1ccc(CCNCc2c(OC)ccc3ccccc23)cc1,31%,-2.1%,9%,i,0.5,1.6,99,-8%,0%,13%,0%
CN(C)c1ccc(N=Cc2c(O)n(CCC3=CCCCC3)c(=O)[nH]c2=O)cc1,2%,-1.0%,-9%,i,0.7,-2.2,98,-5%,19%,14%,-1%
O=C(c1cccc(C(F)(F)F)c1)N1C[C@H]2C[C@@H](C1)c1cccc(=O)n1C2,1%,0.5%,3%,i,3.4,-2.3,85,-7%,14%,4%,-4%
NC1=NC(c2cccnc2)n2c(nc3ccccc32)N1 (configuration not stated),.,1.3%,2%,.,.,2.4,53,3%,1%,1%,-3%
CC(=O)NC1C(OC(=O)Cc2ccccc2)OC(COC(C)=O)C(OC(C)=O)C1OC(C)=O (configuration not stated),3%,0.7%,-6%,i,1.4,0.3,35,0%,-8%,0%,-1%
Cc1cc(C)c(-n2c(O)c(/C=N/N3CCCCC3c3cccnc3)c(=O)[nH]c2=O)c(C)c1 (configuration not stated),5%,7.6%,6%,i,0.7,0.2,84,-7%,-2%,2%,-4%
CCOC(=O)C(O)(c1ccc(NC(=O)NC2CCCCC2)cc1)C(F)(F)F (configuration not stated),6%,0.6%,-7%,i,1.5,0.5,57,-4%,1%,-2%,0%
C/C(=C/C=C/[C@@H](C)C(=O)O)[C@H]1CN[C@H](C(=O)O)[C@H]1CC(=O)O,-3%,15%,5%,i,2.2,0.6,82,-5%,-5%,20%,3%
COc1c2c(cc3c1OCO3)CCN(C)C2,4%,.,1%,i,1.0,-1.3,67,.,.,.,.
Cc1cccc(NP(=O)(Oc2ccccc2F)Oc2ccccc2F)c1C,6%,-1.6%,3%,i,0.2,9.7,64,0%,1%,0%,-1%
CC/C(=N\Nc1ccccc1)c1c(O)n(-c2ccccc2)c(=O)[nH]c1=O,2%,-1.6%,-4%,i,0.8,-0.1,68,-5%,3%,-6%,11%
COc1ccc(C(=O)C2CCCN(C3CSCCSC3)C2)c(C)c1 (configuration not stated),10%,-0.2%,6%,i,0.0,1.1,41,-6%,4%,14%,-2%
COc1ccc(Cl)cc1C(=O)C1CCCN(Cc2cnc(C)s2)C1 (configuration not stated),-1%,1.5%,6%,i,0.0,0.2,94,-12%,7%,17%,10%
CCOc1cc2c(cc1OCC)-n1cccc1C(c1c(O)cccc1OC)NC2 (configuration not stated),0%,-0.5%,-7%,i,0.6,0.8,81,2%,11%,7%,1%

# Bioassay records deposited in PubChem BioAssay by several laboratories.

# A portion of the library; the hit share may differ from the screen's.
